Source: PubChem (several laboratories)
HUVEC prolif 384 = inhibitors of human endothelial cell proliferation; HUVEC proliferation, CellTiter-Glo luminescence, 72 h; stronger effect = lower value; viability, % at 10 µM (by protocol); hit rate 1.1% among 86,000;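 active = viability at or below 30%; inactive = viability above 30%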;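 also: 100% = median luminescence of DMSO-only cell control wells on each plate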
Fibroblast inh = blocks proliferation of human lung fibroblasts; LL 47 human lung fibroblast viability, ATP luminescence; stronger effect = lower value; viability, % at 10 µM; hit rate 1.1% among 85,000; AID 719;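 active = viability at or below 50% in the single dose screen; inactive = viability above 50%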;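 also: compound exposure lasted 72 h before the ATP readout; 100% = median luminescence of untreated cell-only wells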
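test system = LL 47 human lung fibroblasts | amount = 1,150 fibroblasts seeded per well | medium = 15% FBS in IMEM | times = overnight cell rest, 72 h compound treatment at 37 °C | measured by = CellTiter-Glo luminescence measuring cellular ATP | read-out = viability percentage against median untreated-cell control | benchmarks = cell-only wells, no compound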
S1P2 agonist = activates the human S1P2 receptor; O95136; S1P2-expressing cell line, agonist reporter read-out; activation, % at 4.5 µM; hit rate 0.46% among 97,000; AID 729; in the data active = activation above about 16%;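 also: 0% = vehicle low control and 100% = maximal reference agonist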
Target sequence (O95136 whole entry, looked up): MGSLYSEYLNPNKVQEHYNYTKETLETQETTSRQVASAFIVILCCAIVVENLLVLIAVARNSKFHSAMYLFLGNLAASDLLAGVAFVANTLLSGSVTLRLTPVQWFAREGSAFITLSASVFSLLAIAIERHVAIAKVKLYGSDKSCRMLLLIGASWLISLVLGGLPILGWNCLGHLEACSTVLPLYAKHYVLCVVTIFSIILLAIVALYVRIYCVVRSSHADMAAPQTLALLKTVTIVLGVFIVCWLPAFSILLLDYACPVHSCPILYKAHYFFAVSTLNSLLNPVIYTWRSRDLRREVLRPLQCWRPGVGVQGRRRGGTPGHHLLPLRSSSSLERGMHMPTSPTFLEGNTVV
PostGolgi yeast = growth inhibition of a yeast mutant, post-Golgi transport screen; post-Golgi transport phenotypic cell assay; hit rate 0.9% among 98,000; inhibition, % at 10 µM;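 also: yeast cells grown in 1536-well plates; yeast grown about 18 h at 30C before absorbance read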
S1P2 blocker = blocks the human S1P2 receptor. O95136. cell-based S1P2 antagonist assay, inhibition at 5 uM. inhibition, % at 5 µM. hit rate 0.21% among 97,000. AID 736; in the data active = inhibition above about 45%;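 also: CRE beta-lactamase reporter cells expressing human S1P2 stimulated with S1P; 0% = agonist at EC80 alone and 100% = agonist plus reference antagonist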
H69AR growth 86K = blocks growth of human H69AR lung tumor cells | viability, % at 10 µM | hit rate 6% among 85,000 | H69AR lung tumor viability, ATP luminescence, 72 h; stronger effect = lower value;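 active = viability at or below 40%; inactive = viability above 40%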;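 also: multidrug resistant small cell line overexpressing MRP-1 efflux transporter; 100% = mean luminescence of untreated control wells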
PostGolgi ctrl = growth of the yeast control strain, post-Golgi counter-screen; efflux-deficient yeast background strain, growth absorbance A615, 16 h; inhibition, % at 10 µM; hit rate 5% among 98,000
DAT uptake mod = modulates human dopamine transporter uptake under cocaine | hit rate 1.3% among 110,000 | B-score at 10 µM | LLC-PK1 hDAT cells, [14C]-dopamine uptake with cocaine IC80; actives deviate in either direction | AID 449768;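 active = Z score or B-score, a plate-position-corrected score, falls beyond the plate's 99.7% confidence bounds, in either direction; inactive = both scores lie inside the 99.7% bounds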;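 also: scored against the spread of the other compound wells on the same plate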
Target sequence (Q01959 whole entry, looked up): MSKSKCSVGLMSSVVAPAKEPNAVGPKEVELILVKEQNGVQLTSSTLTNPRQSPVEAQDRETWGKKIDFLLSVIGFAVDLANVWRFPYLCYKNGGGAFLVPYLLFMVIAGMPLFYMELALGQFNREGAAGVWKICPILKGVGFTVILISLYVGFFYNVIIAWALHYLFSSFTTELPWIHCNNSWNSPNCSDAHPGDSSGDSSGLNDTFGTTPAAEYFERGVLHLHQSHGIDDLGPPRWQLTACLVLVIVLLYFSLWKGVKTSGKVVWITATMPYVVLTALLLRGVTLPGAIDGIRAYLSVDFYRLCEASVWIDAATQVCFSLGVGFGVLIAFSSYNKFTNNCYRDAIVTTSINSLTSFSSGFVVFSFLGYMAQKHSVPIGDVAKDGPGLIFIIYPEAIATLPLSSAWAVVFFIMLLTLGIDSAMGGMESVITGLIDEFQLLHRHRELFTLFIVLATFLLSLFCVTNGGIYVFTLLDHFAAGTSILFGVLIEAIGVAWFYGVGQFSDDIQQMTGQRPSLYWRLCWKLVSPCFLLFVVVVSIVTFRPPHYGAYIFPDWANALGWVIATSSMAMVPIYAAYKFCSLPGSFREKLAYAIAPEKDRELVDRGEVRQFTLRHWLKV
E coli WT exp = growth inhibitors of E. coli BW25113 wild type; OD600 absorbance; growth inhibition, % at 100 µM; hit rate 0.15% among 98,000;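 active = growth inhibition above about 50% at one test dose, limit read from the data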;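 also: growth measured after 20 h incubation at 37 °C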
An asterisk follows results filed as active; x = not tested or not shown. Rule as the data show it, unless noted: active = inhibition above about 30%; inactive = the rest.

Assay codes – A = HUVEC prolif 384; B = Fibroblast inh; C = S1P2 agonist; D = PostGolgi yeast; E = S1P2 blocker; F = H69AR growth 86K; G = PostGolgi ctrl; H = DAT uptake mod; I = E coli WT exp
[1] CCN(CC)CCOC(=O)c1ccc(Cl)cc1
  A = 96	B = 96	C = -3	D = -5	E = -4	F = 96	G = 3	H = -0.54	I = 3
[2] CC(C)C(=O)Nc1ccc(NC(=O)c2ccccc2Cl)nc1
  A = 110	B = 99	C = -6	D = -1	E = 6	F = 92	G = 11	H = -0.33	I = 7
[3] COC(=O)CCCC(=O)Nc1c(F)c(F)c(F)c(F)c1F
  A = 100	B = 106	C = -5	D = -1	E = 7	F = 84	G = 1	H = 0.47	I = 3
[4] O=C(Cn1cnc2c(cnn2-c2ccccc2)c1=O)N1CCCc2ccccc21
  A = 97	B = 102	C = -5	D = 6	E = -10	F = 91	G = -1	H = 2.1	I = -1
[5] O=C(NCC1CCCO1)c1ccc(NC(=O)C2C3C=CC(C3)C2C(=O)O)cc1 (configuration not stated)
  A = 97	B = 101	C = -4	D = -4	E = 7	F = 97	G = 0	H = -0.86	I = 6
[6] CC(C)(C)c1cc(C(=O)Nc2cccc3ccccc23)ccn1
  A = 99	B = 89	C = -4	D = x	E = 0	F = 80	G = x	H = 1.1	I = x
[7] Cn1c(CO)cnc1SCc1ccccc1
  A = x	B = x	C = -4	D = -12	E = -14	F = x	G = 9	H = -0.15	I = 4
[8] C/C(=N\NC(=O)c1nc(C)cc(C)n1)c1ccccc1
  A = 94	B = 106	C = -11	D = -1	E = -17	F = 100	G = 5	H = 1.3	I = 11
[9] C[C@H](NC(=O)Nc1ccc2c(c1)OCCO2)C(=O)O
  A = 108	B = 97	C = -8	D = 15	E = 4	F = 95	G = 2	H = -0.62	I = -1
[10] Cc1ccc2c(CC(=O)OCc3nc(N)nc(Nc4ccccc4C)n3)coc2c1
  A = 91	B = 103	C = -7	D = 6	E = -3	F = 88	G = 36*	H = 0.57	I = 3
[11] COCCn1c(CCC(=O)O)nc2c1c(=O)[nH]c(=O)n2CC(C)C
  A = 106	B = 107	C = 0	D = 4	E = 8	F = 95	G = 9	H = -1.3	I = 0
[12] CCSc1sccc1C1C(C#N)=C(N)N(c2cccnc2)C2=C1C(=O)CCC2 (configuration not stated)
  A = 86	B = 100	C = -2	D = 0	E = 8	F = 52	G = -4	H = 0.67	I = -1
[13] Cn1c(NN)nc2sc3c(c2c1=O)CCC3
  A = 94	B = 114	C = -6	D = 5	E = -8	F = 97	G = 7	H = 1.3	I = -1
[14] COc1nc(N)nc(CC(=O)C2CC2)n1
  A = 97	B = 100	C = -11	D = -1	E = -1	F = 89	G = -2	H = -0.29	I = 6
[15] CCOC(=O)CCc1c(C)c(C#N)c2nc3ccccc3n2c1-n1ccnc1C
  A = 97	B = 92	C = -5	D = 2	E = -23	F = 67	G = 7	H = -0.17	I = -6
[16] CC(C1CC1)N(C(=O)NC1CCS(=O)(=O)C1)c1ccccc1 (configuration not stated)
  A = 100	B = 97	C = 2	D = -1	E = -1	F = 109	G = -1	H = 0.046	I = -9
[17] O=C(CSc1cn(CCNC(=O)c2cccs2)c2ccccc12)NC1CCCCC1
  A = 97	B = 94	C = -2	D = -2	E = 15	F = 82	G = 12	H = 2.3	I = -5
[18] Nn1c(SCC(=O)N2CCOCC2)nnc1-c1ccc(Cl)cc1Cl
  A = 102	B = 104	C = -6	D = 6	E = -20	F = 107	G = 14	H = -1.5	I = -1
[19] CN(CC(=O)NC1CCCc2ccccc21)S(=O)(=O)c1ccc2c(c1)c(=O)n(C)c(=O)n2C (configuration not stated)
  A = 91	B = 87	C = -9	D = -5	E = -8	F = 93	G = 3	H = -1.3	I = 0
[20] CCOC(=O)N1CCN(C(=O)c2ccc(OC)c(OC)c2)CC1
  A = 82	B = 88	C = -2	D = 0	E = 6	F = 83	G = 1	H = 0.33	I = -3
[21] O=C(NCc1ccc(F)cc1)c1cc2c(s1)CCCC2
  A = x	B = x	C = 2	D = 9	E = -25	F = x	G = 0	H = 0.94	I = 1
[22] COc1cccc(-n2c(Cc3cc(=O)[nH]c(=O)[nH]3)nnc2SC(C)C)c1
  A = 99	B = 82	C = -1	D = 3	E = -5	F = 89	G = 3	H = -1.4	I = -4
[23] Cc1ccc(Oc2nc3ccccc3n3c(C)nnc23)c(C)c1
  A = x	B = x	C = -7	D = 3	E = 0	F = x	G = -2	H = 0.16	I = -3
[24] CC(NC(=O)C1CCC1)c1ccc(Cl)cc1 (configuration not stated)
  A = 102	B = 105	C = -5	D = 4	E = 18	F = 101	G = 6	H = 0.5	I = 7
[25] CCOc1ccc(N/C(SC)=C(/C#N)C(N)=O)cc1
  A = 90	B = 117	C = -8	D = 0	E = 14	F = 80	G = -14	H = -0.4	I = -9

A draw from above in order of length of the SMILES, ascending.
Assay codes – A = HUVEC prolif 384; B = Fibroblast inh; C = S1P2 agonist; D = PostGolgi yeast; E = S1P2 blocker; F = H69AR growth 86K; G = PostGolgi ctrl; H = DAT uptake mod; I = E coli WT exp
[7] Cn1c(CO)cnc1SCc1ccccc1
  A = x	B = x	C = -4	D = -12	E = -14	F = x	G = 9	H = -0.15	I = 4
[13] Cn1c(NN)nc2sc3c(c2c1=O)CCC3
  A = 94	B = 114	C = -6	D = 5	E = -8	F = 97	G = 7	H = 1.3	I = -1
[21] O=C(NCc1ccc(F)cc1)c1cc2c(s1)CCCC2
  A = x	B = x	C = 2	D = 9	E = -25	F = x	G = 0	H = 0.94	I = 1
[25] CCOc1ccc(N/C(SC)=C(/C#N)C(N)=O)cc1
  A = 90	B = 117	C = -8	D = 0	E = 14	F = 80	G = -14	H = -0.4	I = -9
[8] C/C(=N\NC(=O)c1nc(C)cc(C)n1)c1ccccc1
  A = 94	B = 106	C = -11	D = -1	E = -17	F = 100	G = 5	H = 1.3	I = 11
[23] Cc1ccc(Oc2nc3ccccc3n3c(C)nnc23)c(C)c1
  A = x	B = x	C = -7	D = 3	E = 0	F = x	G = -2	H = 0.16	I = -3
[18] Nn1c(SCC(=O)N2CCOCC2)nnc1-c1ccc(Cl)cc1Cl
  A = 102	B = 104	C = -6	D = 6	E = -20	F = 107	G = 14	H = -1.5	I = -1
[16] CC(C1CC1)N(C(=O)NC1CCS(=O)(=O)C1)c1ccccc1 (configuration not stated)
  A = 100	B = 97	C = 2	D = -1	E = -1	F = 109	G = -1	H = 0.046	I = -9
[17] O=C(CSc1cn(CCNC(=O)c2cccs2)c2ccccc12)NC1CCCCC1
  A = 97	B = 94	C = -2	D = -2	E = 15	F = 82	G = 12	H = 2.3	I = -5
[19] CN(CC(=O)NC1CCCc2ccccc21)S(=O)(=O)c1ccc2c(c1)c(=O)n(C)c(=O)n2C (configuration not stated)
  A = 91	B = 87	C = -9	D = -5	E = -8	F = 93	G = 3	H = -1.3	I = 0

Next compounds.
Assay codes – A = HUVEC prolif 384; B = Fibroblast inh; C = S1P2 agonist; D = PostGolgi yeast; E = S1P2 blocker; F = H69AR growth 86K; G = PostGolgi ctrl; H = DAT uptake mod; I = E coli WT exp
[26] O=C(CN1C(=O)CCSc2ccccc21)Nc1ccc2c(c1)OCCO2
  A = x	B = x	C = -13	D = 3	E = 12	F = x	G = 2	H = -0.11	I = -7
[27] Cn1cccc1C(=O)NC(=O)COC(=O)CC12CC3CC(CC(Br)(C3)C1)C2
  A = 101	B = 100	C = 0	D = 2	E = -6	F = 104	G = -2	H = -0.52	I = 5
[28] CCOC(=O)C1CCCN(C(=O)COc2ccccc2O)C1 (configuration not stated)
  A = 94	B = 98	C = -6	D = 2	E = -5	F = 106	G = 6	H = -0.77	I = 7
[29] CC(=O)Nc1nc2ccccc2n1CCN(C)C
  A = 98	B = 104	C = -3	D = 4	E = -8	F = 106	G = 9	H = -0.71	I = 2
[30] O=C(O)CCC(=O)Nc1ccc(Br)cn1
  A = 92	B = 97	C = -3	D = 12	E = 16	F = 100	G = 5	H = 0.63	I = -13
[31] Cc1ccc(S(=O)(=O)N/N=C/c2cccn2-c2ccc(Cl)cc2)cc1
  A = x	B = x	C = -2	D = -8	E = 7	F = x	G = 21	H = 0.83	I = 8
[32] Nc1nnc(CSc2ccc(Cl)cc2)s1
  A = x	B = x	C = -2	D = -4	E = -17	F = x	G = -1	H = 0.41	I = 7
[33] CC(C)c1ccc(CC(C)C2C3=C(CCCC3=O)OC3=C2C(=O)CCC3)cc1 (configuration not stated)
  A = 81	B = 91	C = -4	D = 1	E = -2	F = 92	G = 22	H = 0.35	I = -2
[34] COc1cc2c(cc1NC(=O)CCCCCN1C(=O)CCC1=O)oc1ccccc12
  A = 87	B = 102	C = -2	D = 7	E = -6	F = 72	G = 11	H = 1.6	I = 2
[35] COC(=O)c1ccc(COc2ccc3c(C)c(C)c(=O)oc3c2C)o1
  A = 99	B = 109	C = -6	D = -8	E = -5	F = 90	G = -3	H = -0.054	I = -7
[36] O=C(CCc1ccc(S(=O)(=O)N2CCOCC2)cc1)Oc1ccccc1
  A = 94	B = 95	C = -6	D = 4	E = 9	F = 90	G = 5	H = -0.31	I = -8
[37] CCOC(=O)C1CCN(c2c(NC3CCCc4ccccc43)c(=O)c2=O)CC1 (configuration not stated)
  A = 108	B = 104	C = -1	D = -5	E = 18	F = 90	G = 2	H = -1	I = -4
[38] CC(=O)Nc1ccc(C(=O)OCc2ccc(Cl)cc2)cc1
  A = x	B = x	C = -7	D = -5	E = -10	F = x	G = 23	H = 0.16	I = 1
[39] COc1cc(OC)c(C2C(C(=O)N3CCOCC3)=C(C)NC3=C2C(=O)CC(C)(C)C3)cc1OC (configuration not stated)
  A = 109	B = 99	C = -2	D = 2	E = -11	F = 104	G = 1	H = -1	I = 2
[40] COc1ccc(-c2c(N)nnc3c2[nH]c2ccccc23)cc1OC
  A = 75	B = 93	C = -6	D = 0	E = 3	F = 75	G = -2	H = x	I = -4
[41] C=CCn1cc(-c2ccccc2)cc(C#N)c1=O
  A = 100	B = 107	C = -1	D = 0	E = -17	F = 93	G = -13	H = -1.5	I = 5
[42] CCOc1ccc(N(C(C)=O)c2nc(C)cc(C)c2C#N)cc1
  A = 91	B = 92	C = -3	D = x	E = 5	F = 81	G = x	H = 0.13	I = x
[43] O=S(=O)(Nc1nc2ccccc2s1)c1ccc(Cl)s1
  A = 69	B = 91	C = -7	D = 8	E = -12	F = 94	G = 31*	H = -3.6*	I = 9
[44] Cc1cc(C)c(S(=O)(=O)N2C=CC(C(F)(F)F)=NCC2)c(C)c1
  A = 79	B = 101	C = -1	D = -1	E = -13	F = 109	G = 5	H = -0.13	I = 7
[45] COc1ccc(-n2nc(C(=O)N3CCN(c4ccc(F)cc4)CC3)c3ccccc3c2=O)c(OC)c1
  A = 94	B = 94	C = x	D = -3	E = x	F = 65	G = 8	H = -0.35	I = -10
[46] COC(=O)c1ccc(NC(=O)c2ccccc2NS(C)(=O)=O)cc1
  A = 95	B = 107	C = -1	D = -16	E = -15	F = 64	G = -10	H = -0.17	I = 3

An unsorted share of the library. Share with any hit: about 11%.
